Compound activity from PubChem BioAssay.
IDE cell inh – cellular human IDE inhibition. 320,000 compounds, 0.41% hits. P14735. inhibition, % at 5.59 µM. HEK cells, FAbetaB cleavage, fluorescence polarization. AID 434962;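 active = percent inhibition above the average of all tested compounds plus 3 SD, set per screening campaign, cut at about 16% in these data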;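 also: IDE supplied by intact live HEK cells; FP after avidin binding of uncleaved biotin substrate so inhibition keeps polarization high; 0% = DMSO wells and 100% = 60 µM reference IDE inhibitor Ii1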
IDE cell activ – IDE (human) activation, cell-based | P14735 | HEK cells, FAbeta-B cleavage, fluorescence polarization; 0% vehicle, 100% cell-free pure enzyme wells | activation, % at 5.96 µM | 340,000 compounds, 0.073% hits | AID 493087;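 active = activation above the mean of all tested compounds plus 3 SD, set per screening campaign, cut at about 17% in these data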
CRFBP-R2 block – antagonists of CRF-binding protein/CRF-R2 receptor complex | HEK293 CRF-R2/CRF-BP, CRF-induced calcium fluorescence | inhibition, % at 11.8 µM | 350,000 compounds, 0.59% hits | AID 588475;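 active = inhibition of the ligand-induced calcium signal above about 50% at the single tested concentration, limit read from the data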
PHOSPHO1 inh – blocks human PHOSPHO1 phosphatase activity; Q8TCT1; recombinant PHOSPHO1, absorbance phosphatase assay; inhibition, % at 13.3 µM; 290,000 compounds, 1.1% hits; AID 1565; in the data active = inhibition above about 60%
Target sequence (Q8TCT1 whole entry, looked up): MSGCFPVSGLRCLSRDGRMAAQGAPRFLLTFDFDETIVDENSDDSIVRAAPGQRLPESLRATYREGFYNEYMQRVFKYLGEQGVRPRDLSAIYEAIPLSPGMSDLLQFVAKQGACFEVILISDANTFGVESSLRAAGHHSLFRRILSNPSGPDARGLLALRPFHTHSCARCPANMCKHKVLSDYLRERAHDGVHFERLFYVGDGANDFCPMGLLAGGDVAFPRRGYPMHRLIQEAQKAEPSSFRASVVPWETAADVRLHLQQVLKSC
GalR3 antagonist – antagonists of human GalR3; O60755; HEK293 GalR3-CNG cAMP membrane potential fluorescence; galR3 body fused to GalR1 C-terminus; inhibition, % at 3 µM; 360,000 compounds, 0.44% hits;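 active = inhibition above the screen-wide average plus 3 SD, cut at about 13% in these data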;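 also: forskolin and galanin both at EC90 stimulate the cells; cAMP rise reported by CNG channel membrane potential dye signal; 0% = forskolin plus galanin with DMSO and 100% = forskolin alone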
CRFBP-R2 agonist – CRF-BP/CRF-R2 complex agonism; AID 588473; 350,000 compounds, 0.46% hits; HEK293 CRF-R2/CRF-BP, calcium dye fluorescence (FLIPR); percent of saturating CRF peptide response; activation, % at 13.2 µM;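 active = activation of at least 50%, plus an integration ratio under a set limit after plate pattern correction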;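 also: plate controls were neutral control wells without compound for no effect and CRF at EC100 for full effect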
M4 PAM – positive allosteric modulators of human muscarinic M4 receptor; 360,000 compounds, 0.4% hits; AID 624126; activation, % at 3 µM; P08173; CHO-K1 hM4/Gqi5, Fluo-8 calcium fluorescence, ACh EC20; 0% = ACh EC20, 100% = maximal ACh;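 active = activation above its plate's cutoff, the mean activation of sample wells plus 3 SD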; also: some results filed as inactive read as strong as hits
Target sequence (P08173 whole entry, looked up): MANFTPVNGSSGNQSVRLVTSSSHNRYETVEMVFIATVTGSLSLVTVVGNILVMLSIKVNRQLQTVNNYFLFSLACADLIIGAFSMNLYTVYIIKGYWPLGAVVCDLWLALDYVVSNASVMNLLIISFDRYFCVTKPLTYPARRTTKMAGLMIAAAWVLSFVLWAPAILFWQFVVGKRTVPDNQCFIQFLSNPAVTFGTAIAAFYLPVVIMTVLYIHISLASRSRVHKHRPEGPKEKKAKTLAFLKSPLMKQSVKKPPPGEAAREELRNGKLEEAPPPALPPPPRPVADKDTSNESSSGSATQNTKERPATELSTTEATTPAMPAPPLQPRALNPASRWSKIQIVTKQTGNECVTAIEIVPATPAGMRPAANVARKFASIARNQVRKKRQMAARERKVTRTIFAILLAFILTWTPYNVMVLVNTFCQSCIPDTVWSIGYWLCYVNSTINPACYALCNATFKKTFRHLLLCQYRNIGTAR
p-CIP stab down – compounds decreasing mouse p/CIP protein stability. Q05BA5. 290,000 compounds, 0.01% hits. F442A p/CIP-EGFP cells, EGFP fluorescence, 16 h. decrease of EGFP signal, % at 10 µM. AID 1984;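 active = EGFP signal decrease of at least 30% at 10 µM or well 3 SD below plate mean, unless failing retest; inactive = the rest, including hits failing retest or dose response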; also: some compounds called inactive have numbers as strong as hits; many of its hits are not listed in these tables
MEKK3 PB1 HTS – modulators (inhibitors or enhancers) of MEK5 binding to human MEKK3 PB1 domain; Q99759; bead-based flow cytometry, Alexa488-MEK5 binding to MEKK3; actives lie on both sides; 0 = blocked by unlabeled MEK5, 100 = vehicle; binding response (% of control), % at 10 µM; 290,000 compounds, 1.4% hits; AID 1529;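 active = binding response more than 3 SD above or below the average of its plate-row segment, actives on both sides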;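 also: Alexa488 bead fluorescence after subtracting the streptavidin-only scavenger bead signal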
Starred values were filed as active, the others as inactive; nt = not tested or not shown; & = joins results of further samples.

SMILES	IDE cell inh	IDE cell activ	CRFBP-R2 block	PHOSPHO1 inh	GalR3 antagonist	CRFBP-R2 agonist	M4 PAM	p-CIP stab down	MEKK3 PB1 HTS
Cn1c(C(C#N)C2=C(Cl)C(=O)N(c3ccccc3)C2=O)nc2ccccc21 (stereo unspecified)	6	nt	nt	30	nt	nt	nt	-9	98
CC(C)(O)C#Cc1ccc(C(=O)N2CCC(CCC(=O)NC3CC3)CC2)cc1	nt	1	-7	42	-1	-0.7	6	-3	98
O=C(Nc1cccc(N2CCCC2)c1)c1cccs1	-5	-7	-13	11	-3	-0.7	-4	-9	89
COC(=O)C1=C(C)NC(C)=C(C(=O)OC)C1C(=O)OCC(=O)NC1CCCCC1C (stereo unspecified)	nt	nt	-12	nt	-3	-1.2	-2	nt	nt
Cc1ccc(C)c(CN2CCC(CNC(=O)Nc3ccc(F)c(Cl)c3)CC2)c1	4	4	-12	28	-13	5.0	-3	-3	101
Cc1noc(NS(=O)(=O)c2ccc(N/C=C\C(=O)c3ccc(Br)cc3)cc2)c1C	3	0	6	0	11	-1.0	0	1	105
O=C(Cc1ccc(Cl)cc1)Nc1cccc(S(=O)(=O)N2CCCCC2)c1	1	-4	-10	nt	1	3.4	-2	nt	nt
CCOC(=O)c1sc(NC(=O)CSc2nc(-c3ccco3)cc(C(F)(F)F)n2)c(C(=O)OC)c1C	4	1	2	36	-2	-0.1	9	-9	107
O=C(Cc1cccs1)Nc1nc2c(ccc3ccccc32)s1	2	3	53*	-40	-4	8.1	-4	4	99
CCCCN(C)C(=O)c1nc2ccccn2c1CN1CCN(C(=O)c2cccs2)CC1	1	-5	3	37	-4	1.5	-3	0	103
COc1ccc(N=C2O/C(=C/c3sc(=S)n(CC4CCCO4)c3O)N=C2C#N)cc1 (stereo unspecified)	1	nt	2	36	-6	1.9	2	-7	98
Cc1cc(C)n2cc(CSc3ncccc3C(=O)O)nc2n1	2	0	-21	-15	2	0.2	6	10	103
Cn1c(SCC(=O)NC(C)(C)C)nnc1-c1ccc(C(C)(C)C)cc1	0	-1	-16	45	-12	-0.4	3	2	79
Cc1cc(C)nc(NS(=O)(=O)c2ccc(NC(=O)COc3ccccc3F)cc2)n1	-3	1	2	nt	3	-0.6	1	nt	nt
COCCNC(=S)N(C)[C@H]1C[C@H]2c3cc(-c4ccccc4)ccc3CCN2C(=O)[C@H]1[C@H](C)O	nt	nt	-12	nt	-8	-1.9	2	nt	nt
O=C(NCCCN1CCOCC1)C1CCC(=O)N1C1CCCCC1 (stereo unspecified)	4	5	2	0	-2	-2.0	11	11	100
CCOC(=O)c1c(CSc2ccccc2)n(C)c2ccc(O)c(CN3CCN(C)CC3)c12	4	1	-5	-1	-6	-0.5	-14	0	122
O=C(Nc1ccccc1Cl)c1ccc(S(=O)(=O)N2CCOCC2)cc1	-2	5	10	10	1	1.9	2	8	99
Nc1nnnn1/N=C/c1ccc(O)cc1	6	2	-10	13	-2	-0.2	0	-7	93
O=C(CCc1ccccc1)NNC(=S)NC(=O)c1ccc(Cl)cc1	4	nt	13	95*	nt	99*	nt	-6	108
CCS(CC)=NS(=O)(=O)c1ccc(NC(C)=O)cc1	2	2	-37	28	-1	2.2	-1	2	98
CCn1c(C2CCN(Cc3ccccc3)CC2)n[nH]c1=S	6	1	-2	15	0	2.3	0	1	98
O=C(Oc1ccc(/C=N/Nc2ccccc2)cc1)c1ccccc1	2	-1	3	-46	-1	-0.3	6	15	98
CNC(=O)c1c(NC(=O)c2ccc(S(=O)(=O)N3CCCC3)cc2)sc2c1CCN(C(C)C)C2	43*	nt	nt	38	1	nt	nt	-92	101
CCCC(=O)C1=C(O)C(C(=O)OC)C(C)(C)CC1=NC(C)(C)C (stereo unspecified)	-2	-6	-2	11	-5	-0.8	24	5	99
COc1ccccc1CNC(=O)COc1ccc([N+](=O)[O-])cc1	1	-5	16	47	-3	-0.3	19	-6	103
O=C(CCc1nc2ccccc2c(=O)[nH]1)OCc1ccc(Cl)cc1Cl	1	5	-22	5	-3	0.8	-1	4	96
COC(=O)c1cccc(NC(=O)c2ccc3c(c2)C(=O)N(CC2CCCO2)C3=O)c1 (stereo unspecified)	0	1	12	6	-5	-1.6	-1	3	108
CC(C)(C)c1ccc(S(=O)(=O)n2c(CN3CCOCC3)nc3ccccc32)cc1	-1	0	19	9	-2	-0.9	7	-10	125*
C=CCc1cccc(CNc2nc3ccccc3n2C)c1O	3	6	16	35	-10	-0.4	-6	1	105
CC(CN1CCN(C)CC1)OC(=O)c1cccc(F)c1 (stereo unspecified)	1	-2	4	24	-9	0.8	-5	-3	105
O=C1Nc2ccccc2CCC1Sc1nnc(-c2ccc(Cl)cc2)s1 (stereo unspecified)	5	5	-11	-3	-4	0.2	-5	13	96
N#Cc1cccnc1N1CCN(C(=O)c2ccc3c(c2)S(=O)(=O)c2ccccc2C3=O)CC1	-1	2	-4	nt	-1	-2.5	4	nt	108
O=C(Nc1cccc(-c2cn3cccnc3n2)c1)c1ccc(Br)o1	8	2	4	6	-7	-0.7	-3	-10	100
CCCc1nnc(NC(=O)c2cc3ccccc3oc2=O)s1	0	2	22	-59	2	-2.5	-2	2	103
CC(=O)c1ccc(OCCCC(=O)Nc2cccc(S(=O)(=O)N(C)C)c2)cc1	-1	5	6	-5	0	0.6	5	-4	96
COc1ccc(CNC(=O)C2CCN(S(=O)(=O)c3ccc4c(c3)C(C)(C)C(=O)N4C)CC2)cc1	2	3	4	36	0	-2.4	-21	-3	101
COc1cc(Br)c(C(C)NC(=O)c2ccccc2)cc1OC (stereo unspecified)	-1	2	-17	10	-6	5.6	3	-7	107
COc1cccc(Cn2c(=O)c3ccccc3n3nc(C)cc23)c1	6	3	-9	-24	-5	-2.6	7	-9	95
O=C(CSc1nnc(Cc2cccs2)n1Cc1ccco1)Nc1cc(Cl)cc(Cl)c1	-2	1	-2	9	-5	5.8	0	1	103
Cc1occc1C(=O)O/N=C(\N)c1ccc(Cl)cc1	3	-4	11	47	-6	0.4	4	-6	106
N#C/C(=C\c1cccs1)C(=O)NCc1ccccc1	2	1	0	-1	2	-0.5	-9	-7	102
CCOC(=O)c1cccc(NC(=O)C2CCN(S(=O)(=O)c3cnc[nH]3)CC2)c1	1	1	-21	-2	nt	-0.5	-6	5	103
CN1CCN(NC(=O)c2ccccc2F)CC1	-5	3	14	50	5	-1.0	11	4	99
CC(=NNS(=O)(=O)c1ccc([N+](=O)[O-])cc1)c1ccc(C)cc1	nt	4	-5	nt	-6	-0.3	4	nt	nt
Cn1c(=O)c2c(ncn2Cc2ccccc2)n(C)c1=O	2	3	-20	-29	-3	1.9	-2	5	98
COc1ccc(O)c(CNn2c(-c3ccc(Br)cc3)nc3ccccc3c2=O)c1	0	1	-4	-28	-1	0.8	-4	0	97
COc1ccccc1CNC(=O)CN1CCN(Cc2ccc(Cl)cc2)C1=O	7	6	-17	nt	-1	-0.8	2	nt	103
CC1=C(C(=O)Nc2ccc(C)cc2C)C(c2ccc(C)o2)NC(=S)N1 (stereo unspecified)	12	-12	-10	-1	-2	0.1	18	-6	104
CC(C)C1/C(=N/O)CC(c2ccccc2)NC1c1ccccc1 (stereo unspecified)	7	8	14	28	-4	-0.2	-9	-2	91
O=C(N/N=C/c1cccc([N+](=O)[O-])c1)c1cc[n+](CCO)cc1	5	0	8	24	-7	-0.1	-7	6	93
CC1CCCC(NC(=O)COC(=O)c2ccccc2C(=O)N(C)C2CCCCC2)C1C (stereo unspecified)	nt	nt	-3	nt	-10	-0.8	2	nt	nt
O=S(=O)(NCc1ccco1)c1cccc2cccnc12	7	5	9	-3	-1	0.3	5	-18	103
CCC(CC)C(=O)Nc1cccc(C(=O)Nc2ccc(OC)cc2[N+](=O)[O-])c1	8	6	-1	17	-6	0.6	-3	-4	103
C=CCNC(=O)CC(=O)N/N=C/c1cccs1	3	-2	13	24	-6	1.2	8	3	99
CC(=O)OC1CC(n2ccc(NC(=O)c3ccccc3)nc2=O)OC1CO (stereo unspecified)	3	2	-21	8	-3	-0.1	1	-6	100
COc1ccccc1C(=O)OCC(=O)c1ccc(CNC(C)=O)s1	4	4	3	nt	-6	-1.6	11	nt	nt
O=C(COC(=O)c1cc(-c2cccs2)nn1-c1ccccc1)Nc1ccc(F)c([N+](=O)[O-])c1	-4	3	-8	1	-3	5.0	-12	-2	97
CCOc1ccc(NS(=O)(=O)c2ccc3[nH]cc(C(=O)NCC4CCCO4)c(=O)c3c2)cc1 (stereo unspecified)	0	3	-5	14	-3	-1.6	8	-3	90&99
